Assay outcomes: PubChem BioAssay, National Center for Advancing Translational Sciences (NCATS)
Luciferase inh: blocks purified firefly luciferase enzyme activity | P08659 | 2.5% of 76,000 active | Potency, µM (series often up to 115 µM), for the others: at the highest dose activity change, negative = inhibition, most hits filed as inhibitors | purified P. pyralis luciferase, luminescence, biochemical; also: potency is read from the fitted curve at half-maximal effect; nearly all actives have a fitted effect of over 65% in size
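Purified P. pyralis luciferase (10nM final) in 50mM Tris acetate pH 7.5, 10mM Mg acetate, 0.01% Tween-20, 0.05% BSA with 10uM D-luciferin and 10uM ATP. Compounds titrated qHTS. Luminescence imaged on CCD.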
GPT2 inh: blocks human glutamate pyruvate transaminase 2 | 0.25% of 100,000 active | AID 1671188 | Recombinant GPT2, coupled pyruvate oxidase/HRP Amplex Red fluorescence | Potency, µM (titrated, usually from 57.7 µM), for the others: top-dose activity change, negative = inhibition, usual class: inhibitors | Q8TD30; also: potency is read from the fitted curve at half-maximal effect; nearly all actives have a fitted effect of over 60% in size; many of its hits are not listed in these tables
Target sequence (Q8TD30 whole entry, looked up): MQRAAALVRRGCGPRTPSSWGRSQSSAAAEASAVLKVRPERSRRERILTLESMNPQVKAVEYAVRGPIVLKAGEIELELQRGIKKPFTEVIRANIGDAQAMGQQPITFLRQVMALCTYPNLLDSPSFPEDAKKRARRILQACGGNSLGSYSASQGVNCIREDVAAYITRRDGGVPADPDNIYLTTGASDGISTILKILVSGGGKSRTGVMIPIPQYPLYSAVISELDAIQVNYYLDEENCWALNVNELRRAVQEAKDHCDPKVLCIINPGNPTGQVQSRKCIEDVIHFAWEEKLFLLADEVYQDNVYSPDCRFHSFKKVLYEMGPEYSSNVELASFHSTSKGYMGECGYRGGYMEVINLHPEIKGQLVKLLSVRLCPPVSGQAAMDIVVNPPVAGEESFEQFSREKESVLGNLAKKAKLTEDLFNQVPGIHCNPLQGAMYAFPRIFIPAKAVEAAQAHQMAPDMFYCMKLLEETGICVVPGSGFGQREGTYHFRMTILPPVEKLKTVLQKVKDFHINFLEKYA
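Recombinant GPT2 (10ng/uL) with 250uM a-KG and 2mM L-alanine, 30 min at room temperature, in HEPES pH 7.5 buffer. Pyruvate detected by pyruvate oxidase/HRP/Amplex Red fluorescence after 30 min in the dark; AOA (50uM) as positive control.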
IP6K1 inhibitor: IP6K1 kinase inhibition; Q92551; IP6K1 kinase, ADP-Glo luminescence, 2 h; stronger effect = lower value; activity change, % (series mostly up to about 58 µM); 0.81% of 140,000 active; AID 1645851; in the data active = activity change below about -25%
Target sequence (Q92551 whole entry, looked up): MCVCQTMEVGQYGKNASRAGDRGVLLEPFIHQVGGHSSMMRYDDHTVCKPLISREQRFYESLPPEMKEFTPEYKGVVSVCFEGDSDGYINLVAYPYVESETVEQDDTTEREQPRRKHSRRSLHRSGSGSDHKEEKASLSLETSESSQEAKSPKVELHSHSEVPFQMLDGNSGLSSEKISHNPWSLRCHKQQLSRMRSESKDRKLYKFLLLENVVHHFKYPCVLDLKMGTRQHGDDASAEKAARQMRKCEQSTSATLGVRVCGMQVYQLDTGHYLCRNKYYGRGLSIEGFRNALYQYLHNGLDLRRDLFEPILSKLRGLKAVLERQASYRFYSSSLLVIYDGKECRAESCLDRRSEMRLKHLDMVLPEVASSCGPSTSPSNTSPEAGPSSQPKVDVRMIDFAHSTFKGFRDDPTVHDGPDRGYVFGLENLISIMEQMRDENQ
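ADP-Glo luminescence measures ADP made by human IP6K1 during a 2 h RT reaction with ATP/IP6 (mix at 1.3 mM/130 uM); top library doses 57.5 and 19.1 uM final.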
SNCA viab count: cell viability loss counter-screen; HEK-293-SNCA-luc viability, GF-AFC fluorescence, 24 h; Potency, µM (top dose mostly 57.1 µM), for inactives: at the highest dose activity change, negative = cytotoxicity, actives largely listed as cytotoxic; 0.12% of 150,000 active;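 also: potency is read from the fitted curve at half-maximal effect; 0% = DMSO-treated cells and -100% = medium-only wells without cells; nearly all actives have a fitted effect of over 30% in size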
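HEK-293-SNCA-luc cells (1500/well) plated 24 h, then exposed 24 h to a dilution series; GF-AFC added 30 min at 37C, fluorescence 405/540 nm; normalised to medium-only and DMSO wells, Hill fit.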
HEK cytotox: HEK 293 cell cytotoxicity. HEK 293 viability, ATP luminescence (CellTiter-Glo), 48-72 h. Potency, µM (top dose mostly 115 µM), for inactives: at the top dose activity change, negative = cytotoxicity, hits mostly inhibitors. 6.6% of 94,000 active. AID 1345083; also: potency is read from the fitted curve at half-maximal effect; nearly all actives have a fitted effect of over 60% in size
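Read-out: CellTiter-Glo ATP luminescence. Cells: HEK 293, 250 cells/well. Exposure: 48 or 72 hr, 37 degree Celsius.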
SNCA expr inh: inhibitors of alpha-synuclein (SNCA) gene expression; HEK-293 SNCA-luciferase knock-in, luminescence, 24 h; Potency, µM (top dose mostly 57.2 µM), for inactives: top-dose activity change, negative = inhibition, actives largely listed as inhibitors; 0.17% of 140,000 active; AID 1671194;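 also: potency is read from the fitted curve at half-maximal effect; plate controls were DMSO cells for no effect and cell-free wells for full effect; nearly all actives have a fitted effect of over 45% in size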
NIH3T3 tox: NIH 3T3 cell cytotoxicity | NIH 3T3 viability, CellTiter-Glo ATP luminescence, 48-72 h | Potency, µM (series often up to 96.7 µM), for inactives: top-dose activity change, negative = cytotoxicity, most hits filed as inhibitors | 4.3% of 94,000 active; also: potency is read from the fitted curve at half-maximal effect; nearly all actives have a fitted effect of over 55% in size
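Luminescent ATP readout (CellTiter-Glo, 10 min RT) after 48 or 72 hr compound exposure of NIH 3T3 cells seeded at 400 cells/well in 1536-well format; quantitative HTS.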
* = called active by the depositor; i = inactive; ? = inconclusive; nt = not tested or not shown; & = joins results of further samples; [ ] = dose if it differs, or a comment. Unless noted, calls follow the shape of the dose curve; as a rule, active = well fitted curve in the direction sought with a large enough effect; inconclusive = small, poorly fitted or top-dose-only effect, or another doubt; inactive = no such curve, though single readings can be large; an effect the other way counts as inactive or inconclusive. Unless noted, % is scaled to controls: 0 for no effect and ±100 for the full control effect. An excerpt (hit frequency here may not be typical).

SMILES	Luciferase inh	GPT2 inh	IP6K1 inhibitor	SNCA viab count	HEK cytotox	SNCA expr inh	NIH3T3 tox
Cc1ccc(-n2nc(C)c([C@H]3C=C[C@@H](OC(=O)Nc4cccc(F)c4)C3)c2C)cc1Cl	-24%	?	1	0%	?	122%[activator]	?
COc1cccc(CNC(=O)CCCn2nc(C)c3c(C)n(-c4ccc(C)cc4)nc3c2=O)c1OC	nt	nt	41	-16%	nt	1%	nt
CN(C)C[C@@H]1CN(c2ccncn2)C[C@H]1NC(=O)Cc1cccs1	1%	3%	-4	6%	5%	-9%	i
O=C(c1cnccn1)N1CCC(Oc2ccccc2-c2nc(-c3ccccc3)no2)C1 (stereo not drawn)	?	4%	-7	?	?	7%	?
O=C(Nc1ccc(F)c(Cl)c1)c1cc(S(=O)(=O)N2CCc3ccccc3C2)ccc1F	nt	nt	54	14%	nt	14%	nt
Cc1ccc(NC(=O)CCS(=O)(=O)c2ccc3c(c2)oc(=O)n3C)c(Br)c1	nt	nt	-8	8%	nt	-27%	nt
CCOC(=O)c1ccc(NC(=O)CSc2nc3c(c(=O)[nH]2)CN(Cc2ccccc2)CC3)cc1	nt	nt	-6	-5%	nt	36%[activator]	nt
CCc1ccc(-n2c(=O)c3sc4ccccc4c3n(CC(=O)N3CCCC3)c2=O)cc1	nt	nt	-7	?	nt	0%	nt
CCN(CC)c1nc(-c2ccccc2Cl)c2cc(Br)ccc2n1	nt	nt	21	19%	nt	-12%	nt
N#Cc1ccc(S(=O)(=O)NC2CCc3n[nH]c(=O)n3CC2)cc1 (stereo not drawn)	7%	i	-14	-4%	i	10%	i
CC(C)NC(=O)N1CC[C@H](n2c(=O)n(C)c3cccnc32)C1	nt	-11%	-9	2%	1%	3%	i
CCC(=O)N1CCc2cc(S(=O)(=O)NCCC(=O)Nc3ccc(CC)cc3)ccc21	nt	nt	13	4%	nt	-1%	nt
COc1cccc(CN2C[C@@H](CO)[C@H](NC(=O)C3CCC3)C2)n1	3%	-21%	-6	4%	-12%	15%	-18%
CCN(CC)C(=O)C[C@@H]1c2nc(NC(=O)CC(C)(C)C)sc2C[C@@H]2[C@](C)(CO)[C@H](O)CC[C@]21C	-4%	-1%	21	-4%	-10%	3%	1%
O=C(c1ccc2nccnc2c1)N1CCCCC1	nt	i	1	9%	nt	nt	nt
O=C1CN(C(=O)c2ccc(S(=O)(=O)N3CCCC3)cc2)C(c2ccc(F)cc2)c2cc(F)ccc2N1 (stereo not drawn)	nt	nt	-10	-6%	nt	?	nt
COCCNC(=O)C(C)(C)Oc1nn(Cc2cccc(Cl)c2)c2ccccc12	1%[172 µM]	?	-1	?	79µM*	-19%[87.6 µM]	?
CN(C)c1ccc2ncc(Nc3ccccc3F)n2n1	?	?	-21	2%[87.6 µM]	112µM*	84%[activator][87.6 µM]	?
CCC(C)NC(=O)CSc1nc2n[nH]c(C)c2c(=N)n1-c1ccc(C)c(Cl)c1 (stereo not drawn)	nt	nt	18	12%	nt	-3%	nt
COCCN(C)C[C@H]1C[C@H](CO)CN(C(=O)c2ccc(OC)c(F)c2)C1	7%	-5%	-3	2%	i	6%	4%
CC(=O)c1cccc(NC(=O)c2noc3c2CC(C)CC3)c1 (stereo not drawn)	nt	nt	7	-1%	nt	111%[activator]	nt
O=C(NC1CCN(c2cc(C(F)(F)F)ncn2)CC1)c1ccc(F)cc1	13%	i	10	?	3%	-11%	-6%
Cc1ccc(Cl)cc1N1CCN(C(=O)C2CCN(S(=O)(=O)c3cccc4nonc34)CC2)CC1	nt	nt	4	-7%	nt	-20%	nt
O=C(Nc1ccccc1)N1CCN(c2nccc(Nc3ccccc3Cl)n2)CC1	nt	?	21	-20%	50µM*	8%	?
CCn1cc(C(=O)NCc2ccccc2Cl)c(=O)c2cc(S(=O)(=O)N3CCCCC3)ccc21	nt	nt	33	1%	nt	-2%	nt
SMILES	Luciferase inh	GPT2 inh	IP6K1 inhibitor	SNCA viab count	HEK cytotox	SNCA expr inh	NIH3T3 tox
Cc1ccc(-c2noc([C@@H]3C[C@@H](O)CN3Cc3cccc(C#N)c3)n2)cc1F	?	2%[88.5 µM]	-2	-7%[87.6 µM]	?	50%[activator][87.6 µM]	?
O=c1[nH]c(=O)n([C@H]2C[C@H](O)[C@@H](CO)O2)cc1F	nt	i	31	-28%[23.9 µM]	nt	-61%[25.6 µM]	nt
COc1ccc2nc(C[C@@H]3C[C@@H](C(C)C)[C@H](CNC(=O)C4CCCCC4)C=C3C)[nH]c2c1	0%[172 µM]	2%[88.5 µM]	3	?	50µM*	?	56µM*
O=C(CN1C(=O)NC(c2ccccc2Cl)C2=C1COC2=O)NCCc1ccc(Cl)cc1 (stereo not drawn)	7%	i	-3	0%	?	-40%	?
COc1cccc(CNC(=O)C2CCN(c3nn4c(=O)cc(C)nc4s3)CC2)c1	nt	nt	10	9%	nt	-20%	nt
O=C(NCCc1csc(-c2ccc(C(F)(F)F)cc2)n1)C(=O)Nc1cc(F)ccc1F	nt	nt	-16	2%	nt	13%	nt
Cc1nc(NCCCc2csc(N)n2)cc(C2CC(O)C2)n1 (stereo not drawn)	0%	i	-13	-3%	i	56%[activator]	-13%
CS(=O)(=O)N(Cc1cccnc1)C1CN(C(=O)COc2ccc(F)cc2)C1	0%	i	-11	8%	1%	5%	-24%
CCOc1ccccc1NC(=O)CSc1c2c(nc3ccc(Cl)cc13)CCCC2	nt	nt	4	-21%	nt	-24%	nt
O=C(Cn1cc(C(=O)C(F)(F)F)c2ccccc21)N1CCCCCC1	nt	nt	18	-17%	nt	10%	nt
C[C@@H](NCc1cc2ccccc2[nH]1)c1cccc2ccccc12	nt	-23%	nt	2%	nt	41%[activator]	nt
COCC1CN(C2CCC2)CC12CCN(C(=O)c1cccc(C#N)c1)CC2 (stereo not drawn)	3%	5%	9	-21%	?	-3%	?
O=C(CN1CC2CC(C1)[C@H]1CCCC(=O)N1C2)NCCC1=CCCCC1 (stereo partly drawn)	-5%	?	21	5%	-3%	-12%	i
Cc1cc2nc3n(c(=O)c2n1CC(=O)Nc1ccccc1)CCCCC3	-2%	-2%	2	-3%	-2%	8%	i
COc1ccc(CNC(=O)N2CC(n3cc(C(=O)NCC4CC4)nn3)C2)cc1	nt	i	13	3%	4%	-4%	-3%
Cc1nc(N2CCN(C(=O)c3ccccc3)CC2)cc(C(F)(F)F)n1	3%	-1%	-6	8%	-3%	?	-10%
O=C(c1ccccc1F)N1CCCN(c2ccnc3ccnn23)CC1	nt	i	8	3%	-14%	-6%	-36%
CCCn1ncc(CN2CCC(Cc3cccc(C(F)(F)F)c3)(C(=O)OCC)CC2)c1C	-8%	-25%	-2	-19%	?	-22%	?
Cc1cc(C(=O)N[C@H](C)c2c(-c3ccc(F)cc3)noc2C(=O)O)c(C)o1	-12%[172 µM]	0%[88.5 µM]	2	8%[87.6 µM]	i	-18%[87.6 µM]	-4%[138 µM]
COc1ccc(N2CCN(C(=O)Nc3nc(C)ns3)CC2(C)C)cc1	1%	i	0	-15%	10µM*	3%	?
CCOC(=O)c1cnc2c(cnn2CC)c1NN=C(C)C	nt	4%&-1%	12	0%	nt	22%	nt
Cc1nn2c(=O)cc(COC(=O)c3ccccc3NC(=O)C(C)C)nc2s1	nt	nt	20	6%	nt	25%	nt
CCCc1noc(-c2cn(C3CCN(C(=O)c4ccc[nH]4)CC3)nn2)n1	8%	-4%	10	3%	-4%	0%	-20%
CCOC(=O)CN1C(=O)CCN(C(=O)c2ccc(F)cc2)CC(OC)c2ccccc21 (stereo not drawn)	nt	i	0	4%[23.9 µM]	?	-14%[25.6 µM]	-12%[46.1 µM]
CC(C)NC(=O)c1ccc(CC2CCN(C)CC2)cc1	1%	-26%	16	0%	-22%	-2%	-13%
SMILES	Luciferase inh	GPT2 inh	IP6K1 inhibitor	SNCA viab count	HEK cytotox	SNCA expr inh	NIH3T3 tox
CCCNC(=O)N1CCC2(CC1)CC(C(=O)N1CCOCC1)N(C)C2 (stereo not drawn)	1%	-2%	-8	-3%	i	-9%	-4%
C=C(CCO)C(=O)OCC1OCC(OC(=O)C(=C)CCO[C@@H]2O[C@H](CO)[C@@H](O)[C@H](O)[C@H]2O)C(O)C1O (stereo partly drawn)	nt	1%[27.3 µM]	6	1%[23.9 µM]	nt	nt	nt
COc1ccccc1N1CCN(CCCCNS(=O)(=O)c2cccc3c(N(C)C)cccc23)CC1	nt	i	nt	?	nt	?	nt
Cc1nn(-c2ccccc2)c2c1C(C)N(C1CCN(C(=O)c3ccc(Cl)cc3)CC1)C2=O (stereo not drawn)	nt	nt	-5	nt	?	nt	?
CN1C(=O)COC[C@@H]1[C@H](O)c1ccc(NC(=O)c2ccc(C#N)cc2)cc1	-18%[172 µM]	0%[88.5 µM]	-2	2%[87.6 µM]	-20%[172 µM]	8%[87.6 µM]	-25%[174 µM]
OC1(CN2CCCCC2)CCN(Cc2ccc(F)c(Cl)c2)C1 (stereo not drawn)	1%	i	13	-20%	?	?	?
Cc1ccc(NC(=O)N2CCC(CCN)CC2)cc1F	-11%	-9%	-6	7%	10%	49%[activator]	i

Single records, from the list above. Order of values: Luciferase inh	GPT2 inh	IP6K1 inhibitor	SNCA viab count	HEK cytotox	SNCA expr inh	NIH3T3 tox
Cc1ccc(NC(=O)CCS(=O)(=O)c2ccc3c(c2)oc(=O)n3C)c(Br)c1 is listed as nt	nt	-8	8%	nt	-27%	nt
CCN(CC)c1nc(-c2ccccc2Cl)c2cc(Br)ccc2n1 is listed as nt	nt	21	19%	nt	-12%	nt

Of the compounds above, these contain an aryl methoxy group.
SMILES	Luciferase inh	GPT2 inh	IP6K1 inhibitor	SNCA viab count	HEK cytotox	SNCA expr inh	NIH3T3 tox
COc1cccc(CNC(=O)CCCn2nc(C)c3c(C)n(-c4ccc(C)cc4)nc3c2=O)c1OC	nt	nt	41	-16%	nt	1%	nt
COc1cccc(CN2C[C@@H](CO)[C@H](NC(=O)C3CCC3)C2)n1	3%	-21%	-6	4%	-12%	15%	-18%
COCCN(C)C[C@H]1C[C@H](CO)CN(C(=O)c2ccc(OC)c(F)c2)C1	7%	-5%	-3	2%	i	6%	4%
COc1ccc2nc(C[C@@H]3C[C@@H](C(C)C)[C@H](CNC(=O)C4CCCCC4)C=C3C)[nH]c2c1	0%[172 µM]	2%[88.5 µM]	3	?	50µM*	?	56µM*
COc1cccc(CNC(=O)C2CCN(c3nn4c(=O)cc(C)nc4s3)CC2)c1	nt	nt	10	9%	nt	-20%	nt
COc1ccc(CNC(=O)N2CC(n3cc(C(=O)NCC4CC4)nn3)C2)cc1	nt	i	13	3%	4%	-4%	-3%
COc1ccc(N2CCN(C(=O)Nc3nc(C)ns3)CC2(C)C)cc1	1%	i	0	-15%	10µM*	3%	?
COc1ccccc1N1CCN(CCCCNS(=O)(=O)c2cccc3c(N(C)C)cccc23)CC1	nt	i	nt	?	nt	?	nt
